# Bim-Bcl-2: inhibitors of Bim-Bcl-2 binding, primary screen, biochemical, multiplexed, human Bcl-2 family. Apoptosis regulator Bcl-2 (Homo sapiens), P10415. Bead-based flow cytometry, Bim peptide-Bcl-2 binding. inhibition, % at 10 µM. hit rate 0.06% among 190,000; in the data active means inhibition above about 40%; inconclusive means no clear call, values can overlap the other calls;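 further: 0% = no compound wells with probe peptide and 100% = reference peptide inhibitor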
# Target sequence (P10415 whole entry, looked up): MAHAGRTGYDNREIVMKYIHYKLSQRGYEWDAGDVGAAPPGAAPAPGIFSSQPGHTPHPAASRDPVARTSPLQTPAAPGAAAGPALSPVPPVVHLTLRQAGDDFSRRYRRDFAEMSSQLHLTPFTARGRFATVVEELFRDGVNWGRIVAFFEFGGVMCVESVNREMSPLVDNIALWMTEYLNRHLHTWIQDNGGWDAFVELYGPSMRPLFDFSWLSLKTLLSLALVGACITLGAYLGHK
# RGS7-Gao: RGS7-Galphao binding modulators, primary screen, biochemical, multiplexed bead flow cytometry; Guanine nucleotide-binding protein G(o) subunit alpha (Homo sapiens), P09471; actives lie on both sides; binding response (% of control), % at 10 µM; hit rate 0.35% among 220,000; AID 1439, 2008; in the data active means binding response below about 49% or above about 150%; inconclusive means no clear call, values can overlap the other calls; inactive means in between;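 further: fluorescent Galphao held in activated GDP-AlF4 state binding bead-coupled RGS7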
# Bim-Bfl-1: inhibitors of Bim binding to Bfl-1, primary screen, biochemical, multiplexed, bead-based flow cytometry | Bcl-2-related protein A1 (Homo sapiens), Q16548 | Bim-Bfl-1 binding inhibition | inhibition, % at 10 µM | hit rate 0.12% among 190,000 | AID 1008, 2008;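 further: 0% = wells without compound plus tracer and 100% = blocker peptide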
# Mcl-1 Bim block: inhibitors of Bim peptide binding to Mcl-1, primary screen, biochemical, bead-based flow cytometry, multiplex | Bim peptide-Mcl-1 binding | hit rate 0.1% among 190,000 | inhibition, % at 10 µM | Induced myeloid leukemia cell differentiation protein Mcl-1 (Homo sapiens), Q07820;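 further: 0% = no compound tracer wells and 100% = peptide blocker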
# Bcl-XL Bim block: inhibitors of Bim-Bcl-XL binding, primary screen, biochemical, multiplexed, bead flow cytometry, human Bcl-XL | Bcl-2-like protein 1 (Homo sapiens), Q07817 | Bim peptide-Bcl-XL binding, fluorescence | inhibition, % at 10 µM | hit rate 0.04% among 190,000
# Target sequence (Q07817 whole entry, looked up): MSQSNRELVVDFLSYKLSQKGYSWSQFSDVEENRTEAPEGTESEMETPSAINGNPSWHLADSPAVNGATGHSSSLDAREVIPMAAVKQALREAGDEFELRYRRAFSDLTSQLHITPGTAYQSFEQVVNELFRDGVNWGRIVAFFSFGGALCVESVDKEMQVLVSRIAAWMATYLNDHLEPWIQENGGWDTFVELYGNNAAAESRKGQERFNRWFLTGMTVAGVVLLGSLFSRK
# GSH bead fluor: compound fluorescence on glutathione beads, profiling panel, artefact control, biophysical, 488/530 nm, flow cytometry; GSH beads flow cytometry, compound fluorescence 488/530 nm; active compounds read high; fluorescence (KMESF) at 10 µM; hit rate 0.25% among 190,000; AID 1776, 2009; in the data active means fluorescence above about 89;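 further: glutathione beads carrying GST-tagged Bcl family fusion proteins plus one bare bead set; values are compound well signal with DMSO vehicle wells as background; inactives centre near 16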
# RGS4-Gao reg: modulators of RGS4 binding to Galphao, primary screen, biochemical, multiplexed bead flow cytometry; binding response (% of control), % at 10 µM; hit rate 0.33% among 220,000; actives lie on both sides; in the data active means binding response below about 49% or above about 150%; inactive means in between;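 further: fluorescent Galphao activated with aluminum fluoride binding bead-coupled RGS4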
# Bim-Bcl-W: inhibitors of Bim binding to Bcl-W, primary screen, biochemical, multiplexed, bead-based flow cytometry; AID 952, 2007; Bim peptide-Bcl-W binding; hit rate 0.02% among 190,000; Bcl-2-like protein 2 (Homo sapiens), Q92843; inhibition, % at 10 µM;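 further: 0% = bound tracer without compound and 100% = peptide blocker; higher means less fluorescent Bim peptide bound to Bcl-W beads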
# Target sequence (Q92843 whole entry, looked up): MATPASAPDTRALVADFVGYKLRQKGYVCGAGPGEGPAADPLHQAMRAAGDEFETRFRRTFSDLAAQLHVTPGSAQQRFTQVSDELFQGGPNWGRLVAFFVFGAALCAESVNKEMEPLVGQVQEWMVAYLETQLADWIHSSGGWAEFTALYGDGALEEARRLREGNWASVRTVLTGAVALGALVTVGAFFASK
# RGS8-Gao: RGS8-Galphao binding modulators, primary screen, biochemical, multiplexed bead flow cytometry | actives lie on both sides | response (percent of control binding), % at 10 µM | hit rate 0.34% among 220,000 | AID 1423, 2008; in the data active means response below about 60% or above about 140%; inactive means in between;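 further: Galphao activated as the GDP aluminium fluoride complex binding bead-coupled RGS8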
# Bcl-B Bim block: inhibitors of Bim-Bcl-B binding, primary screen, biochemical, multiplexed, human Bcl-2 family. bead-based flow cytometry, Bim peptide-Bcl-B binding. hit rate 0.073% among 190,000. Bcl-2-like protein 10 (Homo sapiens), Q9HD36. inhibition, % at 10 µM;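 further: 0% = tracer peptide without compound and 100% = reference inhibitor peptide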
# Mcl1-Bid inh: Mcl-1/Bid binding inhibitors, primary screen, biochemical, TR-FRET, 1536-well. Induced myeloid leukemia cell differentiation protein Mcl-1 (Homo sapiens), Q07820. TR-FRET Mcl-1/Bid-Dy647 peptide binding. inhibition, % at 21.7 µM. hit rate 0.97% among 220,000;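 active means compounds that cut the binding signal by more than half at the single screening dose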;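 further: His-tagged Mcl-1 with europium anti-His antibody binding Bid BH3 peptide; 0% = Mcl-1 plus peptide wells and 100% = peptide-only wells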
# Numbers without * were called inactive; ? = inconclusive; . = not tested or not shown; [ ] = dose if it differs, or a comment. Unless noted, no stated cut-off is given here; in the data, active means inhibition above about 40%.
compound | Bim-Bcl-2 | RGS7-Gao | Bim-Bfl-1 | Mcl-1 Bim block | Bcl-XL Bim block | GSH bead fluor | RGS4-Gao reg | Bim-Bcl-W | RGS8-Gao | Bcl-B Bim block | Mcl1-Bid inh
Cc1ccc(-c2nnn(CC(=O)N(CC3CCCO3)C(C(=O)NCC3CCCO3)c3ccc(F)cc3)n2)o1 (stereo not drawn) | -6 | 101 | -4 | -5 | -4 | 24 | 104 | -6 | 101 | -9 | -13
CCOC(=O)C(CCSC)NC(=O)CN (stereo not drawn) | -6 | 104 | -6 | 0 | 0 | 34 | 107 | 4 | 104 | -4 | -19
COC(=O)C1=C(C)N(CCc2c[nH]c3ccccc23)C(=O)C1 | 0 | 99 | -6 | 0 | 0 | 10 | 98 | 1 | 98 | -3 | -38
C=CCn1c(SCc2c(C)noc2C)nc2sc3c(c2c1=O)CCC(C)C3 (stereo not drawn) | -11 | 100 | -16 | -3 | -8 | 27 | 100 | -3 | 101 | -10 | -7
O=C(/C=C/c1ccccc1[N+](=O)[O-])NCc1ccc(Cl)cc1 | -1 | 101 | 0 | 0 | 0 | 17 | 101 | -1 | 101 | -2 | -30
Cc1ccc(C)c(OCCCC(C)(C)C(=O)O)c1 | -4 | . | -2 | -5 | -4 | 18 | . | -7 | . | -7 | -7
CCN(CC)c1ccc(NC(=O)Cn2c(C(C)NC(=O)c3ccc(C)cc3)nc3ccccc32)cc1 (stereo not drawn) | 2 | 153*[activator] | 1 | 4 | 3 | 18 | 212*[activator] | -1 | 114 | -4 | 90*
Cc1ccc(-n2c(SCc3cc(=O)n4ccsc4n3)nnc2-c2cccnc2)c(C)c1 | 1 | 95 | -9 | 4 | 4 | 55 | 97 | 5 | 101 | -3 | -24
CCOC(=O)N(NC(=O)C(O)(C(C)C)C(C)C)c1ccccc1 | -3 | 96 | -8 | -2 | 0 | 12 | 98 | 0 | 99 | -3 | -9
Cc1nnc(SCC(=O)N2CCOCC2)n1C | -5 | 95 | -8 | 0 | -1 | 14 | 96 | 1 | 98 | -5 | -26
COc1ccccc1CNC(=O)c1cc2c(=O)[nH]c3ccccc3c2n1C | -2 | ? | -3 | 0 | 0 | 12 | 91 | 2 | 95 | -2 | -3
O=C(c1ccc(CNS(=O)(=O)c2ccc(Br)cc2)cc1)N1CCCC1 | 0 | 100 | -2 | 42* | 0 | 9 | 100 | -4 | 99 | 12 | -33

# One compound at a time, as listed above.
# Cc1ccc(C)c(OCCCC(C)(C)C(=O)O)c1 in the list: Bim-Bcl-2 = -4; RGS7-Gao = .; Bim-Bfl-1 = -2; Mcl-1 Bim block = -5; Bcl-XL Bim block = -4; GSH bead fluor = 18; RGS4-Gao reg = .; Bim-Bcl-W = -7; RGS8-Gao = .; Bcl-B Bim block = -7; Mcl1-Bid inh = -7
# CCOC(=O)N(NC(=O)C(O)(C(C)C)C(C)C)c1ccccc1 in the list: Bim-Bcl-2 = -3; RGS7-Gao = 96; Bim-Bfl-1 = -8; Mcl-1 Bim block = -2; Bcl-XL Bim block = 0; GSH bead fluor = 12; RGS4-Gao reg = 98; Bim-Bcl-W = 0; RGS8-Gao = 99; Bcl-B Bim block = -3; Mcl1-Bid inh = -9

# (more compounds)
SMILES	Bim-Bcl-2	RGS7-Gao	Bim-Bfl-1	Mcl-1 Bim block	Bcl-XL Bim block	GSH bead fluor	RGS4-Gao reg	Bim-Bcl-W	RGS8-Gao	Bcl-B Bim block	Mcl1-Bid inh
O=C(Oc1cccc(C(=S)N2CCOCC2)c1)c1cc([N+](=O)[O-])cc([N+](=O)[O-])c1	0	111	-4	-1	0	13	101	-2	101	-13	-47
COc1cccc(-c2cc(C(=O)NC3CCCC3)no2)c1	-3	98	-13	-3	-2	35	99	-3	100	-8	-2
N#Cc1c(NC(=O)CN2CCN(C(=O)c3ccco3)CC2)sc2c1CCCCC2	0	105	0	0	1	10	105	2	101	1	-60
CCc1ccccc1NC(=O)c1cccs1	-12	91	-15	-5	-10	30	91	-3	95	-9	-28
CCn1c(=O)n(CC)c2cc(S(=O)(=O)N3CCc4ccccc43)ccc21	0	100	-1	-2	-1	19	102	-3	100	0	-4
Cc1ccc(-c2nn(-c3ccccc3)cc2C2CC(c3cccs3)=NN2C(=O)CCCC(=O)O)cc1 (stereo not drawn)	-5	90	-10	4	-4	6	97	7	97	-2	-5
C/C(=N\Nc1ccccc1)c1cc2ccccc2oc1=O	-2	103	-6	-3	-1	13	103	-1	104	-5	-67
COc1ccc(S(=O)(=O)N2CCOC2CNC(=O)C(=O)NCCCn2ccnc2)cc1OC (stereo not drawn)	-1	.	-2	0	-2	18	.	-1	.	-1	-7
O=S(=O)(Cc1ccc(Cl)cc1)c1ncc(CO)n1Cc1ccccc1	0	110	-4	0	0	14	101	1	103	0	-9

# Two consecutive entries from above:
SMILES	Bim-Bcl-2	RGS7-Gao	Bim-Bfl-1	Mcl-1 Bim block	Bcl-XL Bim block	GSH bead fluor	RGS4-Gao reg	Bim-Bcl-W	RGS8-Gao	Bcl-B Bim block	Mcl1-Bid inh
CCn1c(=O)n(CC)c2cc(S(=O)(=O)N3CCc4ccccc43)ccc21	0	100	-1	-2	-1	19	102	-3	100	0	-4
Cc1ccc(-c2nn(-c3ccccc3)cc2C2CC(c3cccs3)=NN2C(=O)CCCC(=O)O)cc1 (stereo not drawn)	-5	90	-10	4	-4	6	97	7	97	-2	-5

# Part of the list above in a different format:
# Second line of a record: Bim-Bcl-2 | RGS7-Gao | Bim-Bfl-1 | Mcl-1 Bim block | Bcl-XL Bim block | GSH bead fluor | RGS4-Gao reg | Bim-Bcl-W | RGS8-Gao | Bcl-B Bim block | Mcl1-Bid inh
Cc1ccc(-c2nn(-c3ccccc3)cc2C2CC(c3cccs3)=NN2C(=O)CCCC(=O)O)cc1 (stereo not drawn)
 : -5 | 90 | -10 | 4 | -4 | 6 | 97 | 7 | 97 | -2 | -5
C/C(=N\Nc1ccccc1)c1cc2ccccc2oc1=O
 : -2 | 103 | -6 | -3 | -1 | 13 | 103 | -1 | 104 | -5 | -67

# Screening data (PubChem)

# No enrichment for hits, and some 1.8% of all compounds hit somewhere here.
